Yp Topo-I inh = Yersinia pestis topoisomerase I inhibitors, primary screen, biochemical, cleavage product accumulation, plate reader, single point | Y. pestis Topo-I cleavage product accumulation | AID 504884, 2011 | activity, % at 10 µM | actives 0.064% (n = 360,000) | DNA topoisomerase I (Yersinia pestis CO92); in the data active means activity above about 50%, passing the limit was not always enough; further: inactives centre near 2
MazEF act = activators of E. coli MazEF toxin-antitoxin RNase, primary screen, biochemical, fluorescence, uHTS; FAM/BHQ RNA-DNA oligo cleavage fluorescence, 5 h; activation, % at 20 µM; actives 0.32% (n = 350,000); AID 504720, 2011; in the data active means activation above about 50%
Target sequence (P0AE70 whole entry, looked up): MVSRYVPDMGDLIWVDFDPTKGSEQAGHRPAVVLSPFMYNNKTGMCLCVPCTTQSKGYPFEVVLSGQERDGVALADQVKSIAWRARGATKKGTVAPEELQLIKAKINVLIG
TcdB inh = TcdB glycohydrolase inhibitors, primary screen, biochemical, single point, plate reader; Toxin B (Clostridioides difficile), P18177; actives 0.24% (n = 350,000); inhibition, % at 9.99 µM; TcdB glycohydrolase enzymatic assay; AID 652162, 2013; in the data active means inhibition above about 10%
VHR inh abs = VHR1 phosphatase inhibitors, primary screen, biochemical, absorbance, uHTS; AID 1654, 2009; actives 0.52% (n = 290,000); recombinant VHR phosphatase, pNPP absorbance; inhibition, % at 13.3 µM; Dual specificity protein phosphatase 3 (Homo sapiens), P51452; in the data active means inhibition above about 50%; further: some compounds called inactive have numbers as strong as hits
Target sequence (P51452 whole entry, looked up): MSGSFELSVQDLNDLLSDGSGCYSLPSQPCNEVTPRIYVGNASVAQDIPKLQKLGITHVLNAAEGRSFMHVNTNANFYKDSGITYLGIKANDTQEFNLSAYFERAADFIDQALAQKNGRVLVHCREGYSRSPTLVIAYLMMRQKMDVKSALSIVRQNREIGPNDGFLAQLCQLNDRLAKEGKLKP
PrPC TRFRET = inhibitors of human cell surface prion protein PrPC, primary screen, cell-based, TR-FRET | Major prion protein (Homo sapiens), P04156 | TR-FRET read-out | inhibition, % at 13.8 µM | actives 0.43% (n = 370,000); in the data active means inhibition above about 24%; further: 0% = median of the test wells and 100% = reference compound wells
Vc quorum ag = inducers of Vibrio cholerae quorum light production without autoinducers, primary screen, BH1578 luxS cqsA deficient, single point | V. cholerae BH1578 lux reporter, luminescence, 6 h | actives 0.16% (n = 350,000) | activation, % at 18.7 µM; in the data active means activation mostly above about 9.7%, no sharp cut-off; further: not every result past the cut was called active; inactives centre near 0; reference of the scale not given here
PriA SSB inh = inhibitors of Klebsiella pneumoniae PriA binding to SSB C-terminal tail, primary screen, biochemical, AlphaScreen | actives 0.6% (n = 430,000) | AID 1272365, 2023 | inhibition, % at 33 µM | AlphaScreen SSBct-PriA binding, biotinylated peptide; in the data active means inhibition mostly above about 37%, no sharp cut-off; inactive means mostly below about 20%;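 further: plate controls were negative control peptide for no effect and reference peptide for full effect; strong numbers were not always called active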
Rv3671c inh = Rv3671c serine protease inhibitors, primary screen, biochemical, fluorescence polarization, M. tuberculosis H37Rv; inhibition, % at 5.96 µM; actives 0.048% (n = 320,000); AID 2606, 2010; in the data active means inhibition above about 38%;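 further: extracellular domain of Rv3671c used as enzyme; 0% = enzyme with DMSO and 100% = no enzyme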
Target sequence (P9WHR9 whole entry, looked up, the tested form may be a part): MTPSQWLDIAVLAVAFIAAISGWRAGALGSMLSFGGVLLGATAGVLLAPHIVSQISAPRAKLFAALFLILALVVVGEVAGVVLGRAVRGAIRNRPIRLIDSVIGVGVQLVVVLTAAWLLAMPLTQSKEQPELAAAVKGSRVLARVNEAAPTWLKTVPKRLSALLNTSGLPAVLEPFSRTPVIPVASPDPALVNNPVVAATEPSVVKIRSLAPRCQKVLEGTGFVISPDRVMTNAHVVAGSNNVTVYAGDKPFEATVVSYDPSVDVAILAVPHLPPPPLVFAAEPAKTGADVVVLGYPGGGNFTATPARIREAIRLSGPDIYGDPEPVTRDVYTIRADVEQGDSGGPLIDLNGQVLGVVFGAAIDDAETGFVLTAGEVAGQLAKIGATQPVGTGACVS
SARS 3CLpro inh = SARS-CoV 3CLpro protease inhibitors, primary screen, biochemical, quenched FRET; actives 0.14% (n = 290,000); recombinant SARS-CoV 3CLpro, quenched FRET peptide cleavage; Replicase polyprotein 1ab (Severe acute respiratory syndrome coronavirus), P0C6X7; inhibition, % at 6 µM; in the data active means inhibition above about 12%
CCHF vOTU inh = CCHFV vOTU protease inhibitors, primary screen, biochemical, Pep-AMC substrate, fluorescence; actives 0.55% (n = 370,000); AID 651958, 2012; inhibition, % at 11.5 µM; Crimean-Congo hemorrhagic fever virus L polyprotein viral ovarian tumor (vOTU) protease …; in the data active means inhibition above about 30%; further: 0% = vehicle wells with enzyme and 100% = no enzyme wells
Starred values were filed as active, the others as inactive; i = inactive; . = not tested or not shown; & = joins results of further samples. The list is partial, so the mix of outcomes need not match the whole.

#1 CCCCN(CC)CCCNC(=O)c1cc2c(=O)n(CC)c3ccccc3c2s1
#2 COc1cc2[nH]c(=O)c(C(=O)NCc3ccc(C)cc3)c(O)c2cc1OC
#3 COc1ccccc1NC(=O)CCCc1c[nH]c2ccccc12
#4 Cc1ccc(C(=O)OCC(=O)NCC2CCCO2)c(C)c1 (stereo unspecified)
#5 O=C(O)c1cccc(S(=O)(=O)N(Cc2ccccc2)c2cccc(C(F)(F)F)c2)c1
#6 COc1ccc(CNCc2cccc(OC)c2OC)cc1Br
#7 COc1ccc(Br)cc1CNC(=O)CCC(=O)n1nc(C)c2ccccc21
#8 COc1ccc(C)cc1NC(=O)CCNS(=O)(=O)c1ccc2c(c1)CC(C)N2C(C)=O (stereo unspecified)
Assay by compound,1,2,3,4,5,6,7,8
Yp Topo-I inh,10,12,11,-4,8,6,21,2
MazEF act,23,0,-3,7,2,5,-2,5
TcdB inh,1.3,-0.2,0.2,-0.5,-3.5,0.5,0.7,0.6
VHR inh abs,21,.,-11,8,9,22,34,4
PrPC TRFRET,-32,-7,7,-2,2,-6,-2,-3
Vc quorum ag,-0.2,i,i,0.1,-0.5,-0.2,-3.8,i
PriA SSB inh,-8,.,19,-11,-3,-9,-4,6
Rv3671c inh,-9,.,-11,7,0,12,-4,-6
SARS 3CLpro inh,-13,.,2,6,9,6,-3,-3
CCHF vOTU inh,-69,-16,-2,-6,18,-4,9,6

Random excerpt: seven entries already listed
#1 CCCCN(CC)CCCNC(=O)c1cc2c(=O)n(CC)c3ccccc3c2s1
#7 COc1ccc(Br)cc1CNC(=O)CCC(=O)n1nc(C)c2ccccc21
#8 COc1ccc(C)cc1NC(=O)CCNS(=O)(=O)c1ccc2c(c1)CC(C)N2C(C)=O (stereo unspecified)
#5 O=C(O)c1cccc(S(=O)(=O)N(Cc2ccccc2)c2cccc(C(F)(F)F)c2)c1
#2 COc1cc2[nH]c(=O)c(C(=O)NCc3ccc(C)cc3)c(O)c2cc1OC
#3 COc1ccccc1NC(=O)CCCc1c[nH]c2ccccc12
#4 Cc1ccc(C(=O)OCC(=O)NCC2CCCO2)c(C)c1 (stereo unspecified)
Assay by compound,1,7,8,5,2,3,4
Yp Topo-I inh,10,21,2,8,12,11,-4
MazEF act,23,-2,5,2,0,-3,7
TcdB inh,1.3,0.7,0.6,-3.5,-0.2,0.2,-0.5
VHR inh abs,21,34,4,9,.,-11,8
PrPC TRFRET,-32,-2,-3,2,-7,7,-2
Vc quorum ag,-0.2,-3.8,i,-0.5,i,i,0.1
PriA SSB inh,-8,-4,6,-3,.,19,-11
Rv3671c inh,-9,-4,-6,0,.,-11,7
SARS 3CLpro inh,-13,-3,-3,9,.,2,6
CCHF vOTU inh,-69,9,6,18,-16,-2,-6

Back to the main list, starting 2 compounds before the break.
#7 COc1ccc(Br)cc1CNC(=O)CCC(=O)n1nc(C)c2ccccc21
#8 COc1ccc(C)cc1NC(=O)CCNS(=O)(=O)c1ccc2c(c1)CC(C)N2C(C)=O (stereo unspecified)
#9 CSCC[C@H]1COC[C@@H](Cc2ccccc2)N1c1ccccc1
#10 CN(C)C(CNC(=O)C1CCN(S(=O)(=O)c2ccccc2)CC1)c1ccccc1 (stereo unspecified)
#11 CC1CCCCN1C(=O)Cc1ccc(Cl)cc1 (stereo unspecified)
#12 Cc1cc(C)c(S(=O)(=O)Nc2c(C)n(C)n(-c3ccccc3)c2=O)cc1[N+](=O)[O-]
#13 C=CCn1c(COc2ccc3c(c2)CCCC3)nnc1SCC(=O)Nc1cccc(SC)c1
#14 CCOC(=O)N1CCC(NC(=O)CCc2c(C)nc3c(c(C)nn3C(C)(C)C)c2C)CC1
#15 O=C(CSc1nnc(-c2ccccc2)o1)NC1CCS(=O)(=O)C1 (stereo unspecified)
#16 O=C(NCc1ccco1)c1cccc(-c2cncc3nccn23)c1
Assay by compound,7,8,9,10,11,12,13,14,15,16
Yp Topo-I inh,21,2,25,-4,7,-1,-11,21,6,-5
MazEF act,-2,5,-6,-3,5,1,-9,4,6,.
TcdB inh,0.7,0.6,0.8,1.7,.,0.1,.,.,2.1,0.9
VHR inh abs,34,4,.,-1,10,2,0,-4,22,.
PrPC TRFRET,-2,-3,0,5,-6,4,8,2,1,-8
Vc quorum ag,-3.8,i,-0.5,-0.5,i,-0.6,-0.6,-2.7,-7.9,i
PriA SSB inh,-4,6,.,-6,-9,4,9,-6,-12,.
Rv3671c inh,-4,-6,.,-1,-1,.,-55,1,-7,.
SARS 3CLpro inh,-3,-3,.,-2,4,-1,1,-3,-3,.
CCHF vOTU inh,9,6,3,-13,0,13,16,2,3,-112

#17 O=C1NCCc2c1[nH]c1c(Cl)ccc(Cl)c21
#18 CCCn1cc(S(=O)(=O)c2ccc(C)cc2)c(=O)c2cc(OC)c(OC)cc21
#19 COc1ccc(-n2cc(CNCC3CC(=O)N(C4CC4)C3)c(-c3ccccc3Cl)n2)cc1 (stereo unspecified)
#20 Cc1cccc(C(C(N)=O)c2ncc(C(F)(F)F)cc2Cl)c1 (stereo unspecified)
#21 COc1ccccc1-c1c(C(F)(F)F)oc2cc(OS(C)(=O)=O)ccc2c1=O
#22 CC(=O)Nc1ccc(S(=O)(=O)N[C@@H](C)C(=O)N2CCN(C/C=C/c3ccccc3)CC2)cc1
#23 CCN1CCN(Cc2cc(OC)c3c(c2)OCO3)CC1
#24 COCCN(Cc1cc2cc3c(cc2n2nnnc12)OCO3)C(=O)c1ccccc1F
Assay by compound,17,18,19,20,21,22,23,24
Yp Topo-I inh,-5,17,9,8,2,5,-3,-3
MazEF act,-4,5,1,10,16,-6,7,-2
TcdB inh,.,1.2,3.0,0.6,1.8,.,0.2,.
VHR inh abs,-4,-20,-23,1,-5,.,9,-1
PrPC TRFRET,3,-10,-11,-3,8,.,-1,-9
Vc quorum ag,i,i,i,0.2,-0.5,i,0.2,-0.4
PriA SSB inh,-5,-8,1,-1,-3,-4,2,-3
Rv3671c inh,-5,1,0,2,11,0,4,0
SARS 3CLpro inh,-3,-1,-4,3,3,.,0,-3
CCHF vOTU inh,8,-1,1,9,-17,.,3,7

#25 O=c1[nH]c(=O)n(CCc2ccccc2)c(O)c1C=NCc1ccc2c(c1)OCO2
#26 CC1=C(C(=O)N2CCOCC2)C(c2ccccc2F)C2=C(CCCC2=O)N1 (stereo unspecified)
#27 C[C@@H]1CN([C@H](C)CO)S(=O)(=O)c2ccc(Br)cc2O[C@@H]1CN(C)C(=O)NC1CCCC1
#28 O=C(C1CCN(S(=O)(=O)c2ccc(Cl)cc2)CC1)N1CCCC1
#29 COc1cccc(OCCNc2cc(Cl)ccc2[N+](=O)[O-])c1
#30 O=C(N/N=C/c1ccc(O)cc1)c1cccc(N/N=C/c2ccc(O)cc2)c1
#31 O=C(Cn1cncn1)NCc1cccc2ccccc12
#32 N#Cc1cc2[nH]c3ccccc3c2[n+](-c2ccc([N+](=O)[O-])cc2)c1N
Assay by compound,25,26,27,28,29,30,31,32
Yp Topo-I inh,1,-7,13,2,-8,-19,13,-12
MazEF act,-6,-1,-16,-4,-11,19,3,10
TcdB inh,.,2.3,0.7,-0.4,.,1.8,.,1.5
VHR inh abs,23,-1,.,20,3,6,31,0
PrPC TRFRET,8,-1,-7,1,-10,11,3,-48
Vc quorum ag,2.5,5.9,1.1,-0.3,3.3,3.3,6.1,-0.6
PriA SSB inh,-14,-3,.,-1,29,.,-11,6
Rv3671c inh,-13,-1,.,5,-2,-1,-5,7
SARS 3CLpro inh,-2,5,.,4,-5,-4,5,-1
CCHF vOTU inh,-7,-39,-1,11,7,5,-7,11

#33 O=C(C(=O)N1CCN(Cc2ccccc2)CC1)c1c[nH]c2ccccc12
#34 C[C@H]1CN([C@@H](C)CO)C(=O)CCCn2nncc2CO[C@@H]1CN(C)C(=O)Oc1ccccc1
#35 COc1ccc(NC(=S)N(C)CC2COc3ccccc3O2)cc1 (stereo unspecified)
#36 C=CCn1c(SCc2csc(C)n2)nc2sc3c(c2c1=O)CCC(C)C3 (stereo unspecified)
#37 CC(C)OC(=O)CN1C(=O)C(=O)c2ccccc21
#38 CC(=O)c1cccc(NC(=S)N2CCc3ccccc32)c1
#39 CCOc1cc(S(=O)(=O)N2CC=C(c3ccc(F)cc3)CC2)c(OCC)cc1-n1cnnn1
#40 Cc1[nH]c(C)c(S(=O)(=O)N(C)Cc2ccccc2)c1C(=O)N1CCCCC1
Assay by compound,33,34,35,36,37,38,39,40
Yp Topo-I inh,-9,-10,0,0,6,9,0,5
MazEF act,8,10,16,-9,2,-13,-7,5
TcdB inh,-0.1,-4.8&0.3,0.9,.,.,2.1,.,1.5
VHR inh abs,.,.,38,18,29,15,14,-20
PrPC TRFRET,-7,9,2,-4,-12,2,0,-2
Vc quorum ag,-0.5,i,-0.3,-0.6,i,-3.2,-1.8,-0.2
PriA SSB inh,-4,.,0,-17&-20,-9,-6,3,0
Rv3671c inh,-3,.,8,-6,-8,-16,6,-1
SARS 3CLpro inh,.,.,0,-2,-1,3,2,-3
CCHF vOTU inh,3,17,5,12,4,-8,-8,6

#41 CCn1c(COc2ccc3ccccc3c2C)nnc1SCC(=O)Nc1cccc(C(=O)O)c1
#42 CCCCCCCCS(=O)C1CCS(=O)(=O)C1 (stereo unspecified)
#43 CCCCCCn1c(=O)c(C(=O)Nc2cnccn2)c(O)c2ccccc21
#44 COC(=O)c1cn(NC(=O)C2CCC(C(C)(C)C)CC2)c(=O)c2ccccc12 (stereo unspecified)
#45 Cc1cc(=O)oc2c3c(ccc12)OC/C3=N/N
#46 Fc1cccc(Cl)c1CSc1nnc(CN2CCOCC2)n1-c1ccccc1
#47 CC(C(=O)c1ccc(-c2ccccc2)cc1)[n+]1ccccc1 (stereo unspecified)
#48 O=C(Nc1ccccc1)N(Cc1cccs1)C1CCCC1
Assay by compound,41,42,43,44,45,46,47,48
Yp Topo-I inh,30,0,-4,-13,2,19,2,9
MazEF act,-7,5,1,48,3,1,0,-5
TcdB inh,-0.3,.,2.9,.,0.3,.,.,.
VHR inh abs,10,21,-8,33,4,23,-1,7
PrPC TRFRET,-10,-4,4,4,6,-2,-3,-1
Vc quorum ag,i,i,-0.3,i,i,-0.8,i,i
PriA SSB inh,-7,0,-5,1,.,-21,-15,-11
Rv3671c inh,-16,1,-11,2,-3,-6,4,-1
SARS 3CLpro inh,-2,-3,1,-3,-1,5,9,1
CCHF vOTU inh,33*,2,9,1,-72,10,1,5

#49 CCn1c(SCC(=O)Nc2ccc(C)cc2)nnc1-c1ccccn1
#50 CC(C)(C)c1ccc(CNC(=O)c2ccc3c(c2)NC(=O)CO3)cc1
#51 COc1ccc2[nH]c(=O)c(CNc3ccccc3)cc2c1
#52 CCN(Cc1ccccc1)C(=O)c1cc(S(=O)(=O)N2CCOCC2)cn1C
#53 COc1ccc(C(=O)N/N=C/C(C)c2ccccc2)cc1OC (stereo unspecified)
#54 COC(=O)C1CCN(C(=O)COC(=O)Cc2c[nH]c3ccccc23)CC1
#55 O=c1sc(Nc2ccccc2)nc2ccsc12
#56 Cc1oc(-c2cc(F)ccc2F)nc1CN1CCN(c2ncnc3ccccc23)CC1
Assay by compound,49,50,51,52,53,54,55,56
Yp Topo-I inh,7,-8,4,-1,-2,1,0,22
MazEF act,12,1,4,6,-10,-3,3,-2
TcdB inh,2.4,1.5,.,-2.1,.,.,.,0.9
VHR inh abs,-8,19,15,25,-1,13,26,24
PrPC TRFRET,4,16,-2,-1,-2,7,-3,0
Vc quorum ag,i,0.1,3.4,-0.3,-5.6,-0.6,-1.4,-0.5
PriA SSB inh,2,6,0,-4,.,-7,-12,-4
Rv3671c inh,-1,-9,-7,6,6,-3,-14,-1
SARS 3CLpro inh,1,1,2,1,1,1,3,1
CCHF vOTU inh,1,7,-16,5,10,3,3,7
